# Assay outcomes from PubChem.
# BoNT-F LC inh: BoNT F light chain protease inhibition. Multiplex microsphere protease cleavage assay, flow cytometry. inhibition, % at 10 µM. 360,000 compounds, 0.22% hits. AID 588497; in the data active = inhibition above about 35%, passing the limit was not always enough; inconclusive = no clear call, values can overlap the other calls; also: plate controls were buffer without enzyme for full effect and enzyme alone for no effect
# Mtb FBA inh: Mtb fructose-bisphosphate aldolase inhibition; P9WQA3; purified M. tuberculosis FBA, fluorescence read-out; inhibition, % at 1 µM; 360,000 compounds, 2.3% hits; in the data active = inhibition above about 27%;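 also: 0% = vehicle and 100% = reference inhibitor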
# GDH-TPI counter: inhibits GDH-TPI coupling enzymes, artifact for Mtb FBA screen; GDH-TPI coupled enzyme counterscreen, NADH absorbance; inhibition, % at 4.8 µM; 360,000 compounds, 1.2% hits; AID 588335; in the data active = inhibition above about 30%;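 also: 0% = DMSO wells and 100% = wells lacking the enzyme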
# Mtb BioA inh: blocks M. tuberculosis BioA enzyme activity; 360,000 compounds, 0.096% hits; inhibition, % at 9.99 µM; purified M. tuberculosis BioA enzyme, plate reader; in the data active = inhibition above about 40%; inconclusive = no clear call, values can overlap the other calls
# FadD28 FP inh: M. tuberculosis FadD28 bisubstrate binding inhibition. inhibition, % at 12.5 µM. FadD28 bisubstrate probe binding, fluorescence polarization. 360,000 compounds, 0.22% hits; in the data active = inhibition above about 8.5%, passing the limit was not always enough; inconclusive = no clear call, values can overlap the other calls
# BoNT A protease: BoNT A light chain protease inhibition; multiplex microsphere protease substrate cleavage, flow cytometry; inhibition, % at 10 µM; 360,000 compounds, 0.17% hits; also: plate controls were buffer without enzyme for full effect and enzyme alone for no effect
# Anthrax LF inh2: anthrax lethal factor protease inhibition; AID 588501; multiplex microsphere protease cleavage assay, LF; 360,000 compounds, 0.12% hits; inhibition, % at 10 µM; also: plate controls were buffer without enzyme for full effect and enzyme alone for no effect
# Target sequence (P15917 whole entry, looked up): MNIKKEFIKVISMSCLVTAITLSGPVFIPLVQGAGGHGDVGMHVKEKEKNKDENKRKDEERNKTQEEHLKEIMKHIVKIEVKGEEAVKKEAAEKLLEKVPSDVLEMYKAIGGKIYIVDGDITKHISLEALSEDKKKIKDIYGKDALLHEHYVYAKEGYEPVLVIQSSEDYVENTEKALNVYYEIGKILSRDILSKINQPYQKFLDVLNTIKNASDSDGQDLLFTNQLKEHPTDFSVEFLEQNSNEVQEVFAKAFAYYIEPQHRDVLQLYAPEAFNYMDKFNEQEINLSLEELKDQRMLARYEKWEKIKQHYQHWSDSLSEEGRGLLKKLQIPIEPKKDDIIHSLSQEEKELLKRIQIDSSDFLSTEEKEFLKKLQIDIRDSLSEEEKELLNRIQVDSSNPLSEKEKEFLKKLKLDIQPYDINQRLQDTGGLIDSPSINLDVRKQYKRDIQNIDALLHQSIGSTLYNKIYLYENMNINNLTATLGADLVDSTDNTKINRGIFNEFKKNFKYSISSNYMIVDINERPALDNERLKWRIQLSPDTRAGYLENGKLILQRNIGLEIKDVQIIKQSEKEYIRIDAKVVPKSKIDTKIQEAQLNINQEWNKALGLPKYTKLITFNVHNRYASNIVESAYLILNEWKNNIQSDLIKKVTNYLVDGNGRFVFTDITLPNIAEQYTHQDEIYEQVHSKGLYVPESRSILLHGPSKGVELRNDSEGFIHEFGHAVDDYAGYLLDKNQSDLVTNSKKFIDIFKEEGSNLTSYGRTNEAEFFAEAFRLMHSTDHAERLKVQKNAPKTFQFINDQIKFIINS
# UGM FP inh: blocks M. tuberculosis UGM enzyme; 320,000 compounds, 0.06% hits; purified UGM, fluorescence polarization probe displacement; inhibition, % at 10 µM; in the data active = inhibition above about 10%, passing the limit was not always enough; inconclusive = no clear call, values can overlap the other calls
# PfHsp40 yeast: rescue of PfHsp40-mediated yeast toxicity. S. cerevisiae expressing PfHsp40, growth rescue, ATP luminescence. growth rescue, % at 12.5 µM. 340,000 compounds, 0.68% hits; in the data active = growth rescue above about 28%, passing the limit was not always enough; inconclusive = no clear call, values can overlap the other calls;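 also: yeast W303a lacking pdr1 and pdr3 grown in galactose medium; growth measured after three days at 30 °C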
# * hit, by the source's call; ? = inconclusive; · = not tested or not shown. Rule as the data show it, unless noted: active = inhibition above about 30%; inconclusive = no clear call, values can overlap the other calls; inactive = below that.
SMILES,BoNT-F LC inh,Mtb FBA inh,GDH-TPI counter,Mtb BioA inh,FadD28 FP inh,BoNT A protease,Anthrax LF inh2,UGM FP inh,PfHsp40 yeast
O=C(Oc1ccccc1C(=O)N1CCOCC1)c1ccc(F)cc1,?,0.1,12.9,0.7,-0.6,-9.3,-8.0,-3.5,0.0
O=c1c2c3c(sc2nc2n1CCCCC2)CCCCC3,1.1,-7.2,-6.4,5.7,-1.8,-0.1,-7.6,-3.5,-1.4
COc1ccc(C(=O)NNC(=O)c2cc3ccccc3cc2O)cc1,?,1.1,5.4,-1.6,-2.3,0.5,-2.4,-1.2,15.6
CC1(C(=O)NS(=O)(=O)c2ccc(Cl)cc2)CCN1C(=O)Cc1ccccc1Cl (stereo unspecified),-0.4,-0.2,16.4,-2.3,0.5,-0.2,1.7,·,·
CCOC(=O)c1[nH]c(C)c(/C(O)=C2\C(=O)C(=O)N(CCN(C)C)C2c2ccncc2)c1C (stereo unspecified),7.2,-2.7,6.0,-0.7,-1.7,0.7,3.3,0.3,-0.2
CC/C(=N\NC(=O)c1ccc(Br)cc1)c1ccccc1,-6.1,-1.2,1.9,·,-0.5,-0.2,-0.7,0.6,-1.9
COc1ccccc1CCNC(=O)CN1C(=O)NC2(CCCC2)C1=O,-2.4,-1.5,7.9,-0.6,-0.8,-3.9,-3.9,3.0,0.0
CNC(=O)/C(=C\c1ccco1)NC(=O)c1ccco1,?,-3.3,-8.4,-1.5,-3.5,-0.7,3.3,1.0,-0.2
Cn1cc(-c2nnnn2-c2ccccc2)c(=O)c2ccccc21,-5.0,-0.5,5.5,·,0.3,-1.5,-6.8,1.1,-0.7
COc1ccc(NC(=O)COC(=O)CC2CC3CCC2C3)c([N+](=O)[O-])c1 (stereo unspecified),-11.4,1.7,7.6,·,0.1,-0.2,-0.7,-3.3,3.3
CC(C)=CCN1CCN(Cc2cc(F)ccc2-n2nc(C)cc2C)CC1CCO (stereo unspecified),-1.2,3.2,7.8,-0.5,-1.0,-0.1,-1.7,0.8,-2.2
O=C(CSc1nc2ncc(Br)cc2[nH]1)c1ccc([N+](=O)[O-])cc1,-4.8,5.1,11.7,-2.9,-0.1,-0.1,-0.6,-0.7,-0.3
Cc1cccc(C(=O)N2CCC(=O)N(C(COCc3ccc(Cl)cc3)Cc3ccccc3)CC2)c1 (stereo unspecified),3.2,0.8,6.8,-0.7,0.3,-0.1,2.5,-4.7,1.4
C=CCOc1c(Br)cc(/C=N/NC(=O)Cc2ccc(C(F)(F)F)cc2[N+](=O)[O-])cc1OC,0.4,-1.9,-0.7,0.1,-4.2,-0.1,0.3,-2.1,0.0
O=C(Nc1ncc(Cc2ccccc2)s1)C1CCCO1 (stereo unspecified),-6.4,0.0,-0.9,1.3,-0.8,-0.7,2.8,5.5,-0.3
O=C1CN(C(=O)COC(=O)CCC(=O)c2ccc3c(c2)OCCO3)c2ccccc2N1,16.1,0.8,10.4,-1.9,-3.4,0.4,-1.1,0.0,?
Cc1ccc(CCNC(=O)C2CCC(=O)N2Cc2ccc(F)cc2)cc1 (stereo unspecified),-11.1,0.8,3.6,-1.0,·,-2.7,6.7,2.7,2.7
Fc1ccccc1CNc1cc(Cl)cc(Cl)c1,-6.5,-0.5,10.4,-0.7,-1.1,-0.8,-2.0,-0.4,-1.2
CCn1c(=O)cc(OCC(=O)NCCc2ccc(OC)c(OC)c2)c2ccccc21,-0.5,-2.5,6.8,·,-1.7,-0.1,1.6,-1.6,-0.7
COc1ccc(-c2cn(CCN)c(-c3ccncc3)n2)cc1,-5.6,1.6,25.4,-2.5,1.4,-0.4,-5.7,-0.8,-0.8
C/C(CC(=O)NC(C)(C)C)=N\NC(=O)COc1ccc(C)cc1Br,-1.3,3.0,3.2,·,-0.3,-0.3,-0.7,1.6,0.6
Cc1ccc(NC(=O)CN2C(=O)C(=O)N(C3CCCC3)C2=O)cc1Cl,-2.0,1.2,-1.3,-0.6,-1.8,1.4,-7.5,-0.1,1.0
Cc1cc2nc3c(=O)n(CCc4ccccc4)c(=O)[nH]c3nc2cc1N,?,-1.5,21.4,-7.8,-1.8,0.9,25.4,17.1*,-0.7
CCn1c(C(C)NC(=O)c2ccc(C)cc2)n[nH]c1=S (stereo unspecified),-8.8,-7.7,-3.7,-0.6,-3.6,0.6,-5.1,-0.1,-0.8
CC(=O)c1cccc(NC(=O)C2=CN3CCS(=O)(=O)N=C3C=C2)c1,1.9,5.6,4.0,-2.0,-2.2,0.0,0.5,0.4,-1.4
Cc1c(C(=O)OC2CCCC2C)[nH]c2c1C(=O)CCC2 (stereo unspecified),-12.6,1.4,5.0,5.1,-0.8,-0.9,-2.4,2.4,1.9
O=C(NCc1ccccc1)C(c1ccco1)N(C(=O)c1ccccn1)c1ccccc1 (stereo unspecified),-28.2,-0.9,0.0,-1.3,-3.6,-3.0,-8.7,-1.4,1.2
Cc1ccc(C(=O)NCCCN2CCN(CCCNC(=O)c3ccc(C)cc3)CC2)cc1,-3.4,7.2,3.6,-2.6,-1.3,-0.9,-3.6,-0.7,1.0
C/C=C(\C)C(=O)NCCN1C2=NC[C@H](C)N2C[C@@H]1Cc1ccc(OC)cc1,-3.1,-1.5,6.0,0.0,-0.7,-0.4,8.4,0.6,-2.9
O=C(NCc1ccccc1)c1ccc2ccccc2n1,-14.5,1.1,-3.7,·,·,-1.4,5.4,-2.0,0.0

# 6 records drawn at random from the list so far:
SMILES,BoNT-F LC inh,Mtb FBA inh,GDH-TPI counter,Mtb BioA inh,FadD28 FP inh,BoNT A protease,Anthrax LF inh2,UGM FP inh,PfHsp40 yeast
COc1ccc(-c2cn(CCN)c(-c3ccncc3)n2)cc1,-5.6,1.6,25.4,-2.5,1.4,-0.4,-5.7,-0.8,-0.8
Cn1cc(-c2nnnn2-c2ccccc2)c(=O)c2ccccc21,-5.0,-0.5,5.5,·,0.3,-1.5,-6.8,1.1,-0.7
O=C(CSc1nc2ncc(Br)cc2[nH]1)c1ccc([N+](=O)[O-])cc1,-4.8,5.1,11.7,-2.9,-0.1,-0.1,-0.6,-0.7,-0.3
CC1(C(=O)NS(=O)(=O)c2ccc(Cl)cc2)CCN1C(=O)Cc1ccccc1Cl (stereo unspecified),-0.4,-0.2,16.4,-2.3,0.5,-0.2,1.7,·,·
C/C=C(\C)C(=O)NCCN1C2=NC[C@H](C)N2C[C@@H]1Cc1ccc(OC)cc1,-3.1,-1.5,6.0,0.0,-0.7,-0.4,8.4,0.6,-2.9
COc1ccc(NC(=O)COC(=O)CC2CC3CCC2C3)c([N+](=O)[O-])c1 (stereo unspecified),-11.4,1.7,7.6,·,0.1,-0.2,-0.7,-3.3,3.3

# Other structures
SMILES,BoNT-F LC inh,Mtb FBA inh,GDH-TPI counter,Mtb BioA inh,FadD28 FP inh,BoNT A protease,Anthrax LF inh2,UGM FP inh,PfHsp40 yeast
O=C(O)CCn1cc(C=C2C(=O)NC(=O)NC2=O)c(-c2ccc(Br)cc2)n1,-7.9,0.7,0.4,-1.8,0.4,-0.2,1.5,0.1,-1.2
CN(Cc1ccccc1)C(=O)CC(=O)N(C)Cc1ccccc1,-33.1,-1.3,-4.5,-0.7,-2.6,-0.4,-6.5,1.6,-1.7
O=C(Cn1c(=O)sc2ccccc21)Nc1ccc2c(c1)OCCO2,7.3,2.9,6.3,0.8,0.6,0.4,0.1,-1.1,-1.2
c1ccc(CCCCN2C(Nc3ccccc3)=NC[C@@H]2Cc2ccccc2)cc1,-24.2,1.3,10.9,2.4,-1.3,-0.9,-11.8,1.7,-0.2
O=C1NC(=S)NC(=O)C1=Cc1cccc2cc3ccccc3cc12,16.3,1.0,8.0,-1.1,-1.5,20.5,-0.6,·,·
Cc1nn(-c2ccccc2)c(N)c1C1(O)C(=O)Nc2ccc([N+](=O)[O-])cc21 (stereo unspecified),-1.5,-2.3,18.8,-1.6,-1.7,0.4,0.0,-3.4,-0.3
Cc1cc(NC(=O)c2c([N+](=O)[O-])cnn2C)no1,-0.5,8.4,-7.4,·,-2.5,-1.3,-0.2,-0.3,-1.0
CCN(CC)S(=O)(=O)c1ccc(NC(=O)C(C)N(c2ccccc2)S(C)(=O)=O)cc1 (stereo unspecified),-15.2,7.6,-5.0,1.1,-0.8,-0.7,-2.9,-2.4,-0.4
Cc1ccc(Nc2nc(CSc3nnc(-c4cccnc4)n3-c3ccccc3F)cs2)cc1,-0.8,-0.4,8.5,·,0.6,0.1,-0.2,2.8,-0.8
O=C1CN(C(=O)CSc2nc3ccccc3c(=O)n2CC2CCCO2)c2ccccc2N1 (stereo unspecified),-4.4,2.5,-1.3,·,-2.2,-0.1,0.0,5.0,-0.1
O=S(=O)(c1cccc(-c2n[nH]c(=S)o2)c1)N1CCOCC1,-0.3,-4.3,12.0,-2.8,-3.1,-0.9,0.8,-0.3,-1.6
O=Cc1c(NCCCN2CCCC2=O)c2ccccc2[nH]c1=O,-30.8,2.7,9.4,0.4,0.0,0.1,7.2,-0.8,-0.3
CC(C)N(C)C1CCN(S(=O)(=O)c2ccc(-c3ccc(=O)[nH]n3)s2)CC1,0.1,0.5,2.4,2.8,-0.4,2.5,1.1,-3.2,-1.0
COc1ccccc1C(=O)Nc1nnc(SCC(=O)NCc2ccco2)s1,-2.6,2.8,-0.3,-0.9,0.3,0.2,-9.3,0.7,-1.2
CCCn1c(=O)c(-c2ccccc2)c(O)c2ccccc21,26.3,35.6*,15.9,·,0.0,3.0,10.4,4.0,7.8
COc1cc(C(=O)OCC(=O)NC2CCCC2)cc(NC(=O)c2ccco2)c1OC,-5.7,-1.6,9.7,1.7,-2.6,-1.2,-6.5,-2.9,-0.9
COc1ccccc1C(=O)C1CCCN(C(=O)c2ccccc2Cl)C1 (stereo unspecified),1.2,5.4,2.5,0.8,-1.3,-2.6,1.0,-0.6,-0.2
CCOc1ccc(OCC)c(NC(=O)C(NS(=O)(=O)c2ccc3c(c2)oc(=O)n3C)C(C)C)c1 (stereo unspecified),6.2,0.2,0.0,-3.0,-0.5,6.3,-0.1,2.1,-0.8
Cc1ccc(-c2nc3ccccc3nc2NN)cc1,16.9,31.5*,9.2,0.7,-1.8,-0.5,8.5,1.1,0.8
Cc1ccc(C2/C(=C(/O)c3ccccc3)C(=O)C(=O)N2CCN2CCOCC2)o1 (stereo unspecified),0.6,0.3,-8.2,-2.8,-2.9,0.6,-1.7,-4.8,-1.0
O=C(NCc1ccccn1)c1cc(S(=O)(=O)N2CCCCC2)ccc1Cl,?,-2.5,6.7,-2.2,-3.2,3.8,-0.2,0.7,-2.2
Cc1ccc(NC(=O)COC(=O)C2CC3C=CC2C3)cc1S(=O)(=O)N1CCCCC1 (stereo unspecified),-1.9,0.3,6.0,-2.5,-0.4,-0.7,-1.9,·,-0.5
COc1cc(C(=O)OCCNC(=O)c2cccnc2)cc(OC)c1OC,-1.4,1.5,1.7,1.4,-0.5,0.0,-3.1,2.5,-1.5
Cc1csc(=Nc2cccnc2)n1CC1CCCCC1,-3.5,1.2,8.5,·,1.3,0.2,0.7,-0.2,-0.2
Cc1ccc(C(=O)COc2cc(O)c3c(=O)cc(-c4ccccc4)oc3c2)cc1,?,0.6,6.4,-1.4,-0.6,-4.3,-8.2,0.7,-0.9
CCn1cc(C(=O)NCCOC)c(=O)c2ccc(C)nc21,6.7,2.5,-6.9,-0.2,-0.6,0.6,-0.4,0.6,-0.4
CCOC(=O)/C(C#N)=C1/C=Cc2ccccc2N1CC,1.8,-10.0,7.1,2.2,-5.2,-0.1,1.7,3.6,-0.4
Cc1csc2nc(O)c(C(=O)NC3CCCCC3C)c(=O)n12 (stereo unspecified),-3.2,-1.1,3.9,-0.4,-0.3,1.4,0.9,0.6,-0.1
CCOc1cc(/C=N/NC(=O)c2ccccc2OCc2ccc(F)cc2)ccc1O,-11.7,5.9,41.1*,3.0,-2.4,-0.5,1.1,-2.6,0.9
Cc1ccc(NS(=O)(=O)c2ccc3c(c2)NC(=O)CO3)cc1C,6.9,1.1,-6.6,3.0,-4.5,1.3,2.4,-0.2,0.5
COc1ccc(C(=O)NCCn2nc(C)cc2C)cc1OC1CCN(C(C)=O)CC1,0.3,3.7,1.0,-0.3,-1.4,0.7,3.4,0.9,-0.7
Nc1nc2n(c1C(=O)c1ccccc1)CCC2,4.1,2.4,17.5,-1.0,0.0,0.4,-2.1,3.0,-0.3
